From PubChem BioAssay
MEX-5 binding: MEX-5 zinc finger RNA-binding disruptors – biochemical, C. elegans, fluorescence polarization, MLPCN library, primary screen; MEX-5/FITC-TCR2 RNA binding; active compounds read low; activity score (negative = inhibition of binding), % at 10 µM; 300,000 tested, 0.38% active; Zinc finger protein mex-5 (Caenorhabditis elegans), Q9XUB2;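 active = inhibition past about -25% in most replicates, and total fluorescence under double the plate's negative control median, limit read from the data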;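 also: 0% = DMSO and -100% = 5 µM competing unlabeled TCR2 RNA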
Target sequence (Q9XUB2 whole entry, looked up): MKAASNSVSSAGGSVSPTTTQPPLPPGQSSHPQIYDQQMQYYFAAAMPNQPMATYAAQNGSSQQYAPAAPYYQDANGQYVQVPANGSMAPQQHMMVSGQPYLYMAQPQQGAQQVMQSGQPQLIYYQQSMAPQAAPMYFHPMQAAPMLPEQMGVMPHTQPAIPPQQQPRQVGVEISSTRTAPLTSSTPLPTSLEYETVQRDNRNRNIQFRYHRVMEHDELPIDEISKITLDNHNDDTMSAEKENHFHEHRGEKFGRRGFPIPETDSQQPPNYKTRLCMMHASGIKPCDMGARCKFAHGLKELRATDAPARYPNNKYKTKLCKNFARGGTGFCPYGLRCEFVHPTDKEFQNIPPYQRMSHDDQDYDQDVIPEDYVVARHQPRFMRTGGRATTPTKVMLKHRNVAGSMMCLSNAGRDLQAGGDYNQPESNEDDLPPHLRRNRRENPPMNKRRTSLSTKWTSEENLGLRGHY
CR mimetic SO: reduction of superoxide in aged yeast, primary screen, HTS. S. cerevisiae aged cells, superoxide DHE fluorescence; active compounds read low. superoxide response (% of plate mean), % at 10 µM. 330,000 tested, 0.18% active. AID 2690, 2010;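 active = superoxide response under a set limit, about three screen SD below normal, cut at about 65% in these data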;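 also: yeast aged for seven days with compound at 30 °C before DHE staining; 100% = average MFI of all compound-treated wells on the plate with controls excluded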
BCLXL inh: inhibitors of human Bcl-xL, primary screen, biochemical, fluorescence polarization, HTS. Bcl-2-like protein 1 (Homo sapiens), Q07817. GST-Bcl-xL / FITC-Bim BH3 peptide fluorescence polarization. inhibition, % at 10.9 µM. 320,000 tested, 0.7% active;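 active = inhibition above the mean of all tested compounds plus 3 SD, cutoff set per campaign, cut at about 30% in these data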;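 also: 0% = DMSO wells and 100% = unlabeled Bim-BH3 peptide competitor; inhibitors lower millipolarization by displacing the labeled peptide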
GLD-1 TGE inh: GLD-1/TGE RNA complex disruptors, primary screen, biochemical, fluorescence polarization. inhibition, % at 5.96 µM. AID 2280, 2010. 320,000 tested, 0.44% active. Female germline-specific tumor suppressor gld-1 (Caenorhabditis elegans), Q17339. purified GLD-1 + fluorescein TGE RNA;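 active = percent inhibition above a per-plate cutoff, the plate mean of test compounds plus 3 SD, cut at about 30% in these data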;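 also: 0% = DMSO wells with GLD-1 and probe and 100% = wells lacking GLD-1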
Efflux pump mplx: inhibitors of Candida efflux pumps in yeast, primary screen, S. cerevisiae, Nile Red, multiplex; S. cerevisiae Candida pump triplex; inhibition, % at 10 µM; 330,000 tested, 0.44% active; AID 485275, 2010;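 active = plate passing quality check with inhibition over a set limit, or well fluorescence over plate mean plus 4 SD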;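 also: Nile Red retained in pooled yeast measured as flow cytometry median fluorescence; 0% = buffer negative control and 100% = Enniatin B positive control; higher means more Nile Red kept so more efflux inhibition; some compounds called inactive have numbers as strong as hits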
ZTA counter: ZTA (EBV) inhibition in EBNA-1 counter-screen. P03206. ZTA-DNA binding, fluorescence polarization. inhibition, % at 11 µM. 320,000 tested, 0.15% active; in the data active = inhibition above about 33%
Target sequence (P03206 whole entry, looked up): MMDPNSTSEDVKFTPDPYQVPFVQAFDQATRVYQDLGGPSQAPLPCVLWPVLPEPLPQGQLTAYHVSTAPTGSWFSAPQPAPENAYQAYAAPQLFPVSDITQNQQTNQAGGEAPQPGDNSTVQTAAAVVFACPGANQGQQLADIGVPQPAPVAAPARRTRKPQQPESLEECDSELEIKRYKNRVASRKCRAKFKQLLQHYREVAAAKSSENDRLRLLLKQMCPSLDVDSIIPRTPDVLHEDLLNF
EBNA-1 inh: EBNA-1 DNA-binding inhibitors, primary screen, biochemical, fluorescence polarization | inhibition, % at 14.8 µM | 300,000 tested, 0.34% active | AID 1950, 2009; in the data active = inhibition above about 28%
Fam108B counter: mouse Fam108B serine hydrolase inhibitors, primary screen, counter-screen for RBBP9 inhibitor project, biochemical, fluorescence polarization | recombinant Fam108B, FP-Rh probe fluorescence polarization | inhibition, % at 9.51 µM | 300,000 tested, 0.33% active;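 active = inhibition above the screen mean inhibition plus 3 SD, computed separately per campaign, cut at about 18% in these data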;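 also: inhibitors lower polarization as less probe binds the enzyme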
MCL1 BIM primary: inhibitors of MCL1 binding to BIM-BH3, primary screen, biochemical, fluorescence polarization | Induced myeloid leukemia cell differentiation protein Mcl-1 (Homo sapiens), Q07820 | GST-MCL1 / FITC-Bim-BH3 fluorescence polarization | inhibition, % at 10.9 µM | 320,000 tested, 0.68% active | AID 2057, 2009;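 active = inhibition above the mean inhibition of all tested compounds plus 3 SD, set per campaign, cut at about 40% in these data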;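 also: 0% = DMSO wells and 100% = unlabeled Bim-BH3 peptide control; higher means more loss of mP so more displacement of Bim peptide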
Target sequence (Q07820 whole entry, looked up): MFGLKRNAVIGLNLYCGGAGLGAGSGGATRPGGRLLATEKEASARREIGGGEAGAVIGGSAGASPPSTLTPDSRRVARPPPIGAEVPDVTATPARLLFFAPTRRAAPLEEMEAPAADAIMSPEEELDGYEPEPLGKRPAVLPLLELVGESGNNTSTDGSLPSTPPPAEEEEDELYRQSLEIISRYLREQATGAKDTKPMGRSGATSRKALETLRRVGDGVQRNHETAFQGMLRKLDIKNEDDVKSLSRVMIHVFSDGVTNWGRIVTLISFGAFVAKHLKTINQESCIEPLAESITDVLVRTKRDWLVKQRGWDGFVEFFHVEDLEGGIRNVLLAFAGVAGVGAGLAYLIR
The depositor's hits bear a star.

CCOC(=O)C1=C2SCCN2C(=O)C(C#N)C1(C)C (centres undefined) was read as MEX-5 binding -1.5, CR mimetic SO 94, BCLXL inh 3, GLD-1 TGE inh -1, Efflux pump mplx 0.1, ZTA counter -10, EBNA-1 inh 9, Fam108B counter 0 and MCL1 BIM primary -2.
Screening COc1ccc(N2CCN(C(c3ccc4ncccc4c3)c3nnnn3C(C)(C)C)CC2)cc1 (centres undefined) returned MEX-5 binding 3.2, CR mimetic SO 94, BCLXL inh 3, GLD-1 TGE inh -3, Efflux pump mplx 0.2, ZTA counter 14, EBNA-1 inh 1, Fam108B counter 3 and MCL1 BIM primary -2.
Screening O=C(CSc1c2c(nc3ccc(Cl)cc13)CCCC2)NCCCN1CCOCC1 returned MEX-5 binding -0.7, CR mimetic SO 96, BCLXL inh -3, GLD-1 TGE inh -6, Efflux pump mplx 0.0, ZTA counter -8, EBNA-1 inh -1, Fam108B counter -1 and MCL1 BIM primary 3.
`COC(=O)c1ccc2nccnc2c1` gave MEX-5 binding 2.9, CR mimetic SO 100, BCLXL inh -2, GLD-1 TGE inh -3, Efflux pump mplx 0.0, ZTA counter 0, EBNA-1 inh 6, Fam108B counter -2 and MCL1 BIM primary 8.
CC(NC(=O)C12CC3CC(CC(C3)C1)C2)C(=O)NCCN(C)C (centres undefined) was read as MEX-5 binding -0.5, CR mimetic SO 97, BCLXL inh -1, GLD-1 TGE inh 6, Efflux pump mplx -0.1, ZTA counter -19, EBNA-1 inh 2, Fam108B counter 2 and MCL1 BIM primary 3.
For CCCCOc1ccc(C(C)NC(=O)C2CCCN(S(=O)(=O)CC)C2)cc1 (centres undefined) the results were MEX-5 binding -3.5, CR mimetic SO 92, BCLXL inh 0, GLD-1 TGE inh -9, Efflux pump mplx 0.1, ZTA counter -4, EBNA-1 inh -18, Fam108B counter 2 and MCL1 BIM primary 8.
`Cc1ccc(NC(=S)Nc2ccc(F)cc2)cc1` gave MEX-5 binding 0.2, CR mimetic SO 100, BCLXL inh 8, GLD-1 TGE inh 7, Efflux pump mplx 0.1, ZTA counter 19, EBNA-1 inh -8, Fam108B counter 4 and MCL1 BIM primary -2.
O=C(COC(=O)/C=C/c1ccc(S(=O)(=O)N2CCOCC2)cc1)NCc1ccc(F)cc1 was read as MEX-5 binding -0.7, CR mimetic SO 106, BCLXL inh 4, GLD-1 TGE inh -2, Efflux pump mplx 0.0, ZTA counter 2, EBNA-1 inh -15, Fam108B counter 1 and MCL1 BIM primary -5.
`Cc1ccc(CN2CCN(C(=O)CC(C)C)CC2)cc1` gave MEX-5 binding -0.4, CR mimetic SO 89, BCLXL inh 0, GLD-1 TGE inh -3, Efflux pump mplx 0.3, ZTA counter 6, EBNA-1 inh 5, Fam108B counter 0 and MCL1 BIM primary 0.
Screening CSc1nc(N)c(C(=O)Nc2ccc([N+](=O)[O-])cc2)s1 returned MEX-5 binding -3.8, CR mimetic SO 104, BCLXL inh -1, GLD-1 TGE inh 2, Efflux pump mplx 0.7, ZTA counter -13, EBNA-1 inh -11, Fam108B counter 10 and MCL1 BIM primary 1.
`COc1ccccc1C(=O)NC(CCSC)C(=O)NNC(=O)c1ccncc1` (centres undefined) gave MEX-5 binding -2.3, CR mimetic SO 105, BCLXL inh 0, GLD-1 TGE inh 2, Efflux pump mplx -0.2, ZTA counter 1, EBNA-1 inh 2, Fam108B counter 0 and MCL1 BIM primary 2.
`O=C1C2ON(c3ccc(Br)cc3)C(c3cccnc3)C2C(=O)N1C1CCCCC1` (centres undefined) gave MEX-5 binding -1.6, CR mimetic SO 102, BCLXL inh 8, GLD-1 TGE inh 0, Efflux pump mplx 0.0, ZTA counter -17, EBNA-1 inh -8, Fam108B counter 2 and MCL1 BIM primary -1.

Arranged by number of heavy atoms (largest number first): some entries from above.
Screening COc1ccc(N2CCN(C(c3ccc4ncccc4c3)c3nnnn3C(C)(C)C)CC2)cc1 (centres undefined) returned MEX-5 binding 3.2, CR mimetic SO 94, BCLXL inh 3, GLD-1 TGE inh -3, Efflux pump mplx 0.2, ZTA counter 14, EBNA-1 inh 1, Fam108B counter 3 and MCL1 BIM primary -2.
Screening CSc1nc(N)c(C(=O)Nc2ccc([N+](=O)[O-])cc2)s1 returned MEX-5 binding -3.8, CR mimetic SO 104, BCLXL inh -1, GLD-1 TGE inh 2, Efflux pump mplx 0.7, ZTA counter -13, EBNA-1 inh -11, Fam108B counter 10 and MCL1 BIM primary 1.
CCOC(=O)C1=C2SCCN2C(=O)C(C#N)C1(C)C (centres undefined) was read as MEX-5 binding -1.5, CR mimetic SO 94, BCLXL inh 3, GLD-1 TGE inh -1, Efflux pump mplx 0.1, ZTA counter -10, EBNA-1 inh 9, Fam108B counter 0 and MCL1 BIM primary -2.

(continued)
For C=CCn1c(SCC(=O)Nc2ccc(NC(C)=O)cc2)nc2sc(C)c(C)c2c1=O the results were CR mimetic SO 91, BCLXL inh 1, GLD-1 TGE inh 1, Efflux pump mplx 0.0, ZTA counter 5 and MCL1 BIM primary 5.
`CN1CC(=O)N(CC(=O)N2N=C(c3ccc(Cl)cc3)CC2c2ccco2)C1=O` (centres undefined) gave MEX-5 binding 2.4, CR mimetic SO 105, BCLXL inh -7, GLD-1 TGE inh -2, Efflux pump mplx -0.1, ZTA counter 12, EBNA-1 inh 11, Fam108B counter 6 and MCL1 BIM primary -10.
NC(=O)c1ccsc1NC(=O)COC(=O)CNC(=O)c1ccc(F)cc1 was read as CR mimetic SO 93, BCLXL inh 3, GLD-1 TGE inh 6, Efflux pump mplx -0.1, ZTA counter 5 and MCL1 BIM primary 10.
For Cc1ccc(N2CCN(C(=O)N3CCOCC3)CC2)c(C)c1 the results were CR mimetic SO 98, BCLXL inh -1, GLD-1 TGE inh 4, Efflux pump mplx 0.0, ZTA counter 10, EBNA-1 inh 2, Fam108B counter 4 and MCL1 BIM primary -4.
COc1ccccc1NS(=O)(=O)c1ccc(N/N=C(\C)C(C)C)c([N+](=O)[O-])c1 was read as MEX-5 binding -0.7, CR mimetic SO 84, BCLXL inh 1, GLD-1 TGE inh 5, Efflux pump mplx -0.2, ZTA counter 1, EBNA-1 inh 8, Fam108B counter 0 and MCL1 BIM primary -1.
Screening Cn1c(COc2ccccc2)nnc1SCC(=O)Nc1ccc(S(N)(=O)=O)cc1 returned MEX-5 binding -1.5, CR mimetic SO 101, BCLXL inh -1, GLD-1 TGE inh 6, Efflux pump mplx -0.2, ZTA counter 4, EBNA-1 inh 0, Fam108B counter 5 and MCL1 BIM primary 4.
CCCCN(C(=S)NC(=O)c1cc(OC)c(OC)c(OC)c1)c1c(N)n(Cc2ccccc2)c(=O)[nH]c1=O was read as MEX-5 binding 1.4, CR mimetic SO 94, BCLXL inh 9, GLD-1 TGE inh 4, Efflux pump mplx -0.2, ZTA counter 5, EBNA-1 inh 16, Fam108B counter 0 and MCL1 BIM primary 9.
COc1cc([N+](=O)[O-])ccc1NC(=O)NNC(=O)CCc1ccccc1 was read as MEX-5 binding 0.6, CR mimetic SO 111, BCLXL inh -1, GLD-1 TGE inh -5, Efflux pump mplx 0.2, ZTA counter -2, EBNA-1 inh -2, Fam108B counter -3 and MCL1 BIM primary 2.
O=C(c1cccc(Cl)c1)N1CCCC(C(=O)N2CCCCCC2)C1 (centres undefined) was read as MEX-5 binding 0.2, CR mimetic SO 108, BCLXL inh 5, GLD-1 TGE inh 2, Efflux pump mplx 0.0, ZTA counter 13, EBNA-1 inh 3, Fam108B counter 1 and MCL1 BIM primary 4.
COc1ccc(S(=O)(=O)N2CCC(C(=O)N3CCc4ccccc4C3)CC2)cc1 was read as MEX-5 binding -0.3, CR mimetic SO 93, BCLXL inh 2, GLD-1 TGE inh 4, Efflux pump mplx 0.0, ZTA counter 17, EBNA-1 inh -4, Fam108B counter -3 and MCL1 BIM primary -2.
Screening O=C1/C(=C\c2ccc(Br)o2)SC(=Nc2ccccc2)N1c1ccccc1 returned MEX-5 binding 0.8, CR mimetic SO 90, BCLXL inh 6, GLD-1 TGE inh 2, Efflux pump mplx 0.1, ZTA counter -12, EBNA-1 inh -11, Fam108B counter -1 and MCL1 BIM primary 2.
`Cc1cc(S(=O)(=O)NCC(=O)O)ccc1F` gave MEX-5 binding -0.9, CR mimetic SO 87, BCLXL inh 6, GLD-1 TGE inh 0, Efflux pump mplx 0.0, ZTA counter -1, EBNA-1 inh 7, Fam108B counter 0 and MCL1 BIM primary 7.
Screening Cc1cc2ccccc2c(=O)[nH]1 returned MEX-5 binding 0.3, CR mimetic SO 104, BCLXL inh -2, GLD-1 TGE inh 4, Efflux pump mplx -0.1, ZTA counter 13, EBNA-1 inh 12, Fam108B counter -2 and MCL1 BIM primary -3.
For O=C(O)C1C2CCCCC2=C2CCCCC2C1C(=O)c1ccccc1 (centres undefined) the results were MEX-5 binding 0.8, CR mimetic SO 68, BCLXL inh 4, GLD-1 TGE inh 4, Efflux pump mplx 0.2, ZTA counter 7, EBNA-1 inh -6, Fam108B counter 0 and MCL1 BIM primary 2.
Screening CCCCOc1ccc(OC(=O)Nc2cc(Cl)ccc2OC)cc1 returned MEX-5 binding -0.9, CR mimetic SO 82, BCLXL inh 2, GLD-1 TGE inh 3, Efflux pump mplx 0.0, ZTA counter -2, EBNA-1 inh 3, Fam108B counter 0 and MCL1 BIM primary 5.
For Cc1ccc(C2CC(c3ccccc3)=NN2C(=O)CSc2nnc(-c3ccncc3)n2C)o1 (centres undefined) the results were MEX-5 binding -1.2, CR mimetic SO 91, BCLXL inh 4, GLD-1 TGE inh 1, Efflux pump mplx 0.2, ZTA counter -8, EBNA-1 inh -9, Fam108B counter -1 and MCL1 BIM primary 4.
Screening O=C(C1CCN(C2CCN(Cc3ccsc3)CC2)CC1)N1CCOCC1 returned MEX-5 binding 6.1, CR mimetic SO 105, BCLXL inh -1, GLD-1 TGE inh 3, Efflux pump mplx 0.3, ZTA counter -10, EBNA-1 inh 1, Fam108B counter 0 and MCL1 BIM primary 1.
c1ccc(-c2nnc3sc(-c4ccncc4)nn23)cc1 was read as MEX-5 binding 2.2, CR mimetic SO 81, BCLXL inh -1, GLD-1 TGE inh -4, Efflux pump mplx -0.2, ZTA counter 7, EBNA-1 inh -2, Fam108B counter 1 and MCL1 BIM primary -2.
Screening Cc1ccc(S(=O)(=O)N2CC(C(=O)O)Oc3ccccc32)cc1 (centres undefined) returned MEX-5 binding 2.3, CR mimetic SO 91, BCLXL inh -4, GLD-1 TGE inh -5, Efflux pump mplx -0.1, ZTA counter 1, EBNA-1 inh 4, Fam108B counter 3 and MCL1 BIM primary -4.
Cc1csc(CN(C)C(=O)CC2C(=O)NCCN2Cc2ccc(Cl)c(F)c2)n1 (centres undefined) was read as MEX-5 binding 0.6, CR mimetic SO 110, BCLXL inh 14, GLD-1 TGE inh 9, Efflux pump mplx 0.1, ZTA counter -2, EBNA-1 inh 12, Fam108B counter 16 and MCL1 BIM primary 15.
For CS(=O)(=O)N1CCCC(C(=O)Nc2c(F)cccc2F)C1 (centres undefined) the results were MEX-5 binding -1.8, CR mimetic SO 102, BCLXL inh 1, GLD-1 TGE inh 6, Efflux pump mplx 0.0, ZTA counter -8, EBNA-1 inh -3, Fam108B counter 0 and MCL1 BIM primary -3.
